Source: PubChem BioAssay (National Center for Advancing Translational Sciences (NCATS))
CHX counter: affects cycloheximide protein synthesis inhibition readout, counter-screen | cell reporter, cycloheximide protein synthesis inhibition counterscreen | max response, % | 300,000 compounds, 12% hits; in the data active means max response mostly above about 13%, no sharp cut-off; inactive means mostly below about 14%; further: read at 38.3 µM for the half of the compounds with a filed dose; 0% is about no effect
Pf growth 96h: inhibits malaria parasite growth, 96 h; P. falciparum luciferase reporter growth, 96 h; Potency, µM (series often up to 28.7 µM), for the others: at the top dose activity change, negative = inhibition, most hits filed as inhibitors; 320,000 compounds, 6.9% hits; further: potency means the concentration at half of the fitted maximal effect; on the % scale 0 is the no-effect control and ±100 the full control effect
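96 h incubation, 37 C, 5% CO2, of luciferase-reporter P. falciparum-infected RBCs (2% hematocrit, 0.05% parasitemia final) with test compounds; endpoint luminescence.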
Pf growth 48h: inhibits P. falciparum growth in the first generation, 48 h; P. falciparum luciferase growth in erythrocytes, 48 h; Potency, µM (top dose mostly 28.7 µM), for inactives: at the highest dose activity change, negative = inhibition, usual class: inhibitors; 310,000 compounds, 5.9% hits; AID 504832; further: potency means the concentration at half of the fitted maximal effect; on the % scale 0 is the no-effect control and ±100 the full control effect
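Luminescence readout; reporter = integrated firefly luciferase in P. falciparum. RBC culture at 2% hematocrit, 0.1% parasitemia final, 37 C/5% CO2; decreased signal taken as growth inhibition.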
TbPYK inhibitor: blocks Trypanosoma brucei pyruvate kinase; 410,000 compounds, 0.12% hits; Potency, µM (doses to about 76.8 µM), inactives show at the top dose activity, negative = inhibition, actives largely listed as inhibitors; Q57TT1; AID 624173; TbPYK enzyme, Kinase-Glo Plus ATP luminescence, 45 min; further: potency means the concentration at half of the fitted maximal effect; on the % scale 0 is the no-effect control and ±100 the full control effect; nearly all actives have a fitted effect of over 50% in size
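Enzyme and substrate buffer are dispensed first and compound is pin-transferred. ADP at 130 uM final then starts the reaction, which runs 45 min at room temperature. Detection reagent is added for 10 min before luminescence is imaged.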
LmPK inhibitor: blocks Leishmania mexicana pyruvate kinase activity; purified LmPK, Kinase-Glo ATP luminescence, 1 h; Potency, µM (titrated, usually from 57.5 µM), without a hit: at the highest dose activity change, negative = inhibition, most hits filed as inhibitors; 290,000 compounds, 0.37% hits; AID 1721; further: potency means the concentration at half of the fitted maximal effect; on the % scale 0 is the no-effect control and ±100 the full control effect
Target sequence (Q27686 whole entry, looked up): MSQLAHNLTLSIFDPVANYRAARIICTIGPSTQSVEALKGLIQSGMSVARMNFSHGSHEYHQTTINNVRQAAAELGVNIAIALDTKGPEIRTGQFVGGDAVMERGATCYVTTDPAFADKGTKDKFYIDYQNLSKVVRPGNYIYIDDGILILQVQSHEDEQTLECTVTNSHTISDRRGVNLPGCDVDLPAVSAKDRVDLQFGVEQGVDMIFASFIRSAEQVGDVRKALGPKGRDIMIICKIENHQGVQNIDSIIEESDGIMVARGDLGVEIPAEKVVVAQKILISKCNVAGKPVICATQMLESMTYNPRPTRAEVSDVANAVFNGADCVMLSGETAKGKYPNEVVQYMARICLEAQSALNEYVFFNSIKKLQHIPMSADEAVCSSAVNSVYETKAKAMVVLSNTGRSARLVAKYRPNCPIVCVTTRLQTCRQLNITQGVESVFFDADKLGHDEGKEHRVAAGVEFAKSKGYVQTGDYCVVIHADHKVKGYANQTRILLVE
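Screened at intermediate enzyme activity to detect both inhibitors and activators: LmPK at 0.1 nM, with a 0.5 nM enzyme column as activation reference. PEP 0.5 mM, ADP 0.1 mM; ATP detected by luminescence after 1 h.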
AMA1-RON2 inh: disrupts binding of P. falciparum AMA1 to RON2 | AlphaScreen AMA1-biotinylated RON2 peptide binding | AID 720542 | 360,000 compounds, 0.2% hits | Potency, µM (top dose mostly 58.2 µM), without a hit: at the highest dose activity change, negative = inhibition, hits mostly inhibitors;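 further: potency means the concentration at half of the fitted maximal effect; 0% = vehicle wells and -100% = peptide control; nearly all actives have a fitted effect of over 45% in size; some results filed as inactive show a strong effect at the top dose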
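AMA1 (3D7) with his tag at 25 nM final met compounds first, then biotinylated RON2 peptide at 25 nM; detection used donor plus acceptor beads, 10 µg/mL apiece, read by AlphaScreen after 30 min at room temperature.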
Shiga toxin inh: Shiga toxin inhibition; AID 2315; inhibition, % at 38.7 µM; 290,000 compounds, 9.2% hits; Vero cells, Shiga toxin protein synthesis inhibition reporter; in the data active means inhibition mostly above about 28%, no sharp cut-off; inactive means mostly below about 43%; further: 0% is about no effect
An asterisk follows results filed as active; u = inconclusive; x = not tested or not shown; & = joins results of further samples; [ ] = another dose, or the depositor's remark. Unless noted, the call rests on the fitted dose curve; in most records, active means well fitted curve in the direction sought with a large enough effect; inconclusive means small, poorly fitted or top-dose-only effect, or another doubt; inactive means no such curve, though single readings can be large; an effect the other way counts as inactive or inconclusive.

cpd	SMILES	CHX counter	LmPK inhibitor	AMA1-RON2 inh	Pf growth 96h	Pf growth 48h	TbPYK inhibitor	Shiga toxin inh
1	C[C@@](Cc1ccccc1)(C(=O)O)N1C(=O)c2ccc(C(=O)O)cc2C1=O	13	x	x	16%	21%	x	50
2	O=C(CCCCCN1C(=O)CCC1=O)Nc1ccc(Cl)c(C(F)(F)F)c1	14	-3%	9%	x	47%[activator]	0%	26
3	O=C(O)COCC(=O)N1CCCN(c2nccc(C(F)(F)F)n2)CC1	0	-5%	3%	2%	2%	-4%	-9
4	COC(=O)c1ccc2nc(-c3cccc(N)c3)cn2c1	-3	25µM*	-3%	121%[activator]	6%	-15%	10
5	COC(=O)c1c(NC(C)=O)sc2c1CCCCC2	0	2%	4%	1%	18%	-15%	11
6	Clc1ccc(-c2ccc(/C=N/Nc3nncc(-c4ccccc4)n3)o2)cc1	0	7%	2%	7%	x	-2%	-1
7	COc1ccc(C(O)P(=O)(OC(C)C)OC(C)C)c(OC)c1 (centres undefined)	-1	-1%	-4%	1%	0%	3%	-4
8	CCSc1nnnn1-c1ccccc1	-2	0%	-9%	u	x	-6%	-16
9	COc1cccc(CN2CC(O)=C(c3nc(-c4ccc(Cl)cc4)cs3)C2=N)c1	5	1%	-4%	4%	2%	2%	-2
10	Brc1cccc(-c2cnco2)c1	-2	-3%	-11%	1%	8%	1%	15
11	O=C(NCCc1ccccc1)c1n[nH]c2ccccc12	51*	-1%	9%	63%[activator]	462%[activator]	9%	145*
12	Cc1ccc2nc(S(=O)(=O)O)[nH]c2c1	-8	-1%	-15%	21%	11%	-15%	-5
13	N#Cc1c(N)c(C(=O)c2ccc(Br)cc2)n2c1CCC2	3	0%	1%	17%	0%	-2%	45
14	COc1ccc(C(C#N)(CC(=O)O)c2cnccn2)cc1OC (centres undefined)	x	x	36%[activator]	55%[activator]	u	2%	x
15	CC1(C(=O)c2ccccc2)C2c3c(ccc4ccccc34)OC(=O)C21C(=O)N1CCOCC1 (centres undefined)	-1	-2%	-10%	2%	25%	5%	-6

The list goes on (three carried over from the part before).
cpd	SMILES	CHX counter	LmPK inhibitor	AMA1-RON2 inh	Pf growth 96h	Pf growth 48h	TbPYK inhibitor	Shiga toxin inh
13	N#Cc1c(N)c(C(=O)c2ccc(Br)cc2)n2c1CCC2	3	0%	1%	17%	0%	-2%	45
14	COc1ccc(C(C#N)(CC(=O)O)c2cnccn2)cc1OC (centres undefined)	x	x	36%[activator]	55%[activator]	u	2%	x
15	CC1(C(=O)c2ccccc2)C2c3c(ccc4ccccc34)OC(=O)C21C(=O)N1CCOCC1 (centres undefined)	-1	-2%	-10%	2%	25%	5%	-6
16	COc1cccc(CN(C)C(=O)c2ccc(NS(=O)(=O)c3ccc(F)cc3)cc2)c1OC	x	x	-22%	u	u	-3%	x
17	O=C(CSCc1c(Cl)cccc1Cl)NN1C(=O)c2ccccc2C1=O	-1	4%	4%	34%[activator]	45%[activator]	2%	-5
18	CCOc1ccc(C(=O)NCCC(=O)N2CCC3(CC2)NCCc2[nH]cnc23)cc1OCC	-2	-1%	-12%	15%	1%	3%	11
19	O=C(Nc1ccc2nc(-c3ccco3)c(-c3ccco3)nc2c1)N1CCN(c2ccccn2)CC1	-5	1%	u	-30%	u	u	-3
20	COc1ccc(N(C)S(=O)(=O)c2cccc(C(=O)OC(C(=O)Nc3cc(C)cc(C)c3)c3ccccc3)c2)cc1 (centres undefined)	-2	2%	4%	-5%	-3%	-9%	-2
21	CCCCNC(=O)c1c[nH]c2ccc(S(=O)(=O)Nc3ccc(OCC)cc3)cc2c1=O	9	1%	-10%	131%[activator]	-12%	2%	7
22	O=C(O)C(O)c1ccco1 (centres undefined)	-5	9%	-15%	55%[activator]	1%	-11%	12
23	N#CC1=C(N)Oc2cc(Nc3ccccc3)ccc2C1c1ccncc1 (centres undefined)	-3	2%	30%	44%[activator]	u	-6%	-16
24	Cc1c(/C=N/NC(N)=O)c2ccccn2c1C(=O)c1ccc(F)cc1	-2	1%	-18%	u	1%	-1%	-6
25	CCC(=O)Nc1nnc(SCC(=O)c2ccc3c(c2)Cc2ccccc2-3)s1	-2	4%	6%	-3%	40%[activator]	-2%	-7
26	COC(=O)c1cn(-c2ccccc2)nc1C(=O)OC	11	-2%	6%	-2%	18%	4%	-5
27	COc1ccccc1CNC(=O)c1ccc(CS(=O)Cc2cccc(Cl)c2)o1 (centres undefined)	-1	6%	-2%	-3%	-3%	3%	-7
28	CS(=O)(=O)N1CCN(c2ccc([N+](=O)[O-])c(NCCN3CCOCC3)c2)CC1	-6	-5%	-4%	119%	-12%	1%	-15
29	O=C1NC(=S)N/C1=C/c1cccc([N+](=O)[O-])c1O	7	-2%	9%	1.9µM*	u	-14%	-9
30	CC(=O)Nc1ccccc1NC(=O)c1ccc(C)c(C)c1	-1	0%	-5%	44%[activator]	5%	1%	26
31	Cc1ccc(CNC(=O)COC(=O)C2CC2)cc1	x	x	-4%	-11%	-3%	3%	x
32	C=CCN(CC=C)c1cnn(-c2nc3ccccc3[nH]2)c(=O)c1Cl	27*	16µM*	-8%	x	-22%	-6%	89*
33	CC(NC(=O)NCC1CCCO1)(C(F)(F)F)C(F)(F)F (centres undefined)	-1	-5%	3%	x	5%	5%	-8
34	CCOc1ccc(-c2nc(=S)[nH][nH]2)cc1	41*	-10%	0%	18%	42%[activator]	-29%	29
35	CC(C)(C)OC(=O)C1C(=O)CC(C)(O)C(C(=O)OC(C)(C)C)C1c1ccco1 (centres undefined)	1	3%	-16%	u	u	-4%	5
36	O=C(CN1CCCCCC1)Nc1ccc(Cl)cn1	10	-1%	8%	u	-3%	-10%	19
37	C=CCc1ccc(OCC(O)CN2CCN(c3ccccc3)CC2)c(OC)c1 (centres undefined)	15	-2%	-23%	u	-3%[0.00184 µM]	10%	13
38	Cc1coc2cc3oc(=O)c(CCC(=O)NCCCn4ccnc4)c(C)c3cc12	-1	3%	-8%	10µM*	-12%	0%	7
39	Cc1nnsc1NC(=O)OCC(C)C	-5	-5%	10%	0%	-5%	-1%	-18
40	CCNC(=S)Nc1ccc(C)c(S(=O)(=O)Nc2ccccc2OC)c1	-1	0%	-10%	5%	-5%	1%	-5
41	CCOCCc1nnc(NC(=O)C2CC(=O)N(CCc3ccc(F)cc3)C2)s1 (centres undefined)	4	-1%	10%	-7%	-6%	-3%	-1
42	Cc1ccc(-n2c(-c3cccnc3)n[nH]c2=S)c(C)c1	-1	13µM*	43%[activator]	-14%	x	x	-8
43	Cc1ccc2nc(N3CCN(C(=O)c4ccco4)CC3)sc2c1	x	x	-4%	-9%	41%[activator]	-5%	x
44	Nc1nc(SC2c3cccc4cccc(c34)C2NS(=O)(=O)c2ccccc2)n[nH]1 (centres undefined)	1	4%	-9%	18%	-27%	-11%	-13
45	O=C(COC(=O)c1ccc(Cl)c(S(=O)(=O)N2CCCCC2)c1)NCc1ccco1	-6	12%	10%	1%	6%	-5%	-10
46	CC(C)[C@H](N)c1nnc(SCC(=O)c2ccc(Cl)cc2)o1	-3	3%	63%[activator]	-26%	x	-11%	2
47	CC(C)c1ccc(C2C(C#N)=C(N)N3C(=C2C#N)Sc2ccccc23)cc1 (centres undefined)	20	8%	x	u	u	x	45
48	CN(c1cccc(NC(=O)CN(c2ccc(F)cc2)S(C)(=O)=O)c1)S(C)(=O)=O	-1	-1%	2%	-10%	u	-6%	8
49	COc1cccc(N2CC(NC(=O)c3ccc4ccccc4c3)CC2=O)c1 (centres undefined)	x	x	-9%	-1%	1%	1%	x
50	CCCS(=O)(=O)c1nc(S(=O)(=O)c2ccc(C)cc2)c(N2CCc3ccccc3C2)s1	5	6%	-2%[11.6 µM]	u	2.3µM*	-22%	7
51	CCCCSc1nc2sc3c(c2c(=O)n1-c1ccc(OC)cc1)CCN(C)C3	0	0%	-9%	u	9.3µM*	0%	-9
52	COc1ccc(-n2nnc3c(SCC(=O)Nc4ccccc4F)ncnc32)cc1	-6	4%	19%	38%[activator]	33%	-2%	12
53	Cc1nn(-c2ccc(F)cc2)c(C)c1CN1CCN(CCC(C)C)C(CCO)C1 (centres undefined)	-3	-6%	-2%	u	-6%	0%	9
54	COc1ccc(-c2nnn(CC(=O)Nc3sc4c(c3C#N)CCCC4)n2)cc1	-3	-3%	-9%	329%[activator]	9%	4%	-5
55	COc1ccc(Cl)cc1N(CC(=O)Nc1ccc2c(c1)OCCO2)S(C)(=O)=O	15*	-1%	-1%	x	31%[activator]	-1%	57
56	Cc1cc(C)cc(OCC(=O)N/N=C/c2ccccn2)c1	11	8%	38%[activator]	5%	-3%	-3%	-7
57	COc1ccc(C)c2sc(NNC(=O)COc3ccccc3)nc12	-2	1%	x	45%[activator]	38%[activator]	x	-6
58	Fc1cccc(Nc2nc(N3CCOCC3)nc(N3CCOCC3)n2)c1	-1	1%	1%	-16%	u	1%	x
59	CC(=O)Nc1cccc(C(=O)OCC(=O)NC(=O)Cc2ccccc2)c1	x	x	16%	11%	-17%	-8%	x
60	Cn1c(=O)cc(OCCCC(=O)Nc2ccc3c(c2)OCCO3)c2ccccc21	5	1%	-3%	u	u	2%	-4
61	Cc1ccc(Cl)cc1N1CCN(S(C)(=O)=O)CC1	10	2%	-6%	x	23%	1%	-6
62	CCN1/C(=C2\OC(=S)N(C)C2=O)Sc2ccccc21	14*	1%	-12%	21%	34%[activator]	1%	40*
63	CC(=O)Nc1ccc(S(=O)(=O)N2CCN(C(=O)c3ncoc3-c3ccccc3F)CC2)cc1	-10	-4%	5%	10%	-2%	1%	-4
64	CCOC(=O)C1CCCN(C(=O)c2ccc(C)c(NC(=O)C3=C(C)OCCS3)c2)C1 (centres undefined)	0	-8%	-2%	39%[activator]	-6%	7%	-10
65	N#CC1(NC(=O)COC(=O)c2nccnc2N)CCCCC1	x	x	23%	30%	-17%	7%	x
66	O=C(NCc1ccccn1)C1CCN(S(=O)(=O)N2CCCCC2)CC1	-3	3%	15%	-12%	0%	-5%	8
67	CCC(C(=O)NCCCN1CC(C)CC(C)C1)n1nc(C)c2sc3ccccc3c2c1=O (centres undefined)	-9	-8%	5%	u	u	3%	-6
68	CCN(CC)CCOC(=O)C(O)(c1ccccc1)c1ccccc1	-4&-5&5	0%	11%	-1%&-6%	7%&8%	4%&2%	-6&-8&3
